CBFb RUNX1 block: blocks binding between human CBF-beta and RUNX1; Q01196+Q13951; AlphaScreen CBFb-His/RUNX1-biotin binding, biochemical; Potency, µM (titrated, usually from 59.8 µM), for the others: at the highest dose activity, negative = inhibition, hits mostly inhibitors; 230,000 tested, under 10 active; also: % of control where 0% means no effect
Target sequence (Q01196 whole entry, looked up): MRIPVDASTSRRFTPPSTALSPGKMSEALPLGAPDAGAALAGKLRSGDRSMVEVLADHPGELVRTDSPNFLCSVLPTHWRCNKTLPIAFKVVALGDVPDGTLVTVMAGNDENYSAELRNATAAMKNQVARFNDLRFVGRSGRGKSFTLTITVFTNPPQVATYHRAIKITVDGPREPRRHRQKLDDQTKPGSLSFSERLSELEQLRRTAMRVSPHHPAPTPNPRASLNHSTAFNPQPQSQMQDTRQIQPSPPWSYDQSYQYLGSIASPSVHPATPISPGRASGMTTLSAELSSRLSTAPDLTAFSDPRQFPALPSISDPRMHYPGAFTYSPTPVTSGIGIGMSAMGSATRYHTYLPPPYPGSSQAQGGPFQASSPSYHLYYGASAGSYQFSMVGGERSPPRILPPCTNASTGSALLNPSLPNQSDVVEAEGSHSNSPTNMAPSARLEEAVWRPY
Target sequence (Q13951 whole entry, looked up): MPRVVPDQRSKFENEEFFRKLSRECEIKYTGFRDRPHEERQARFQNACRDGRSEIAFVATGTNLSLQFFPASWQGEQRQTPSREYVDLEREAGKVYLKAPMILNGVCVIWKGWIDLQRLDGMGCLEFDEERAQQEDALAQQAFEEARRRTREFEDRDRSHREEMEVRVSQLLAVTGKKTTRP
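Bead-based AlphaScreen assay; binding partners His-tagged CBF-beta and biotinylated RUNX1 at 30 nM each. Compound exposure 15 min after a 20-min protein preincubation; bead step 90 min; all steps at room temperature.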
Lamin A splicing: LMNA splicing modulation; Potency, µM (series often up to 46.1 µM), inactives show at the highest dose ratio change, negative = inhibition, hits mostly inhibitors; actives 0.01% (n = 200,000); HeLa LMNA splicing GFP/RFP minigene ratio, 48 h; AID 1487; active = well fitted inhibition curve with a large enough effect in the signal ratio, with a control signal flat, not every such curve was filed as active; inconclusive = small, poorly fitted or top-dose-only effect, or effect the other way, or a change in a side signal; the % refers to the signal ratio; also: potency is read from the fitted curve at half-maximal effect; % is scaled to controls: 0 for no effect and ±100 for the full control effect
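S3 HeLa stable clones carrying a lamin A-EGFP splicing minigene plus DsRed2 were seeded at 600 cells/well in Opti-MEM with 2% FBS, pin-dosed and incubated 48 h at 37°C. Acumen cytometry (488 nm) gave the GFP/RFP total-intensity ratio.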
Luc counter: blocks Kinase-Glo luciferase, a counter-screen artifact | Q27757 | Kinase-Glo luciferase, ATP luminescence, 8 min | Potency, µM (series often up to 38.3 µM), inactives show at the highest dose activity change, negative = inhibition, hits mostly inhibitors | actives 0.28% (n = 200,000) | AID 1379; also: potency is read from the fitted curve at half-maximal effect; % is scaled to controls: 0 for no effect and ±100 for the full control effect; nearly all actives have a fitted effect of over 60% in size
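Light output from Kinase-Glo luciferase with luciferin and 10 uM ATP in 50 mM imidazole pH 7.2, KCl, MgCl2, Tween 20, BSA; compound pin-delivered, 8-min ambient incubation, then luminescence read.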
Epigenetic derep: regulators of epigenetic silencing causing reporter derepression in mouse cells; Potency, µM (highest dose often 53.9 µM), without a hit: top-dose GFP activation, most hits filed as activators; AID 1865; actives 0.2% (n = 280,000); murine LDR cells, GFP reporter derepression, 30 h; also: potency is read from the fitted curve at half-maximal effect; % of control where 0% means no effect; nearly all actives have a fitted effect of over 60% in size
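Murine LDR cells bearing a silenced CMV-driven GFP reporter were exposed to compound for 30 h at 37 C. After PBS washes, GFP-positive cells (20-120 um objects) counted by laser-scanning microplate cytometry.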
IMPase Li inh: membrane-permeable IMPase blocker, potentiated with lithium; actives 0.35% (n = 210,000); Potency, µM (series often up to 59.4 µM), for inactives: at the top dose activity, negative = IMPase inhibition, hits mostly inhibitors; CHO-M1 cells, IP1 TR-FRET (IP-One), carbachol + lithium; AID 1457;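 also: IP1 builds up when IMPase is blocked and the TR-FRET signal falls; potency is read from the fitted curve at half-maximal effect; plate controls were basal vehicle for no effect and high inhibitor control for full effect; nearly all actives have a fitted effect of over 50% in size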
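Readout is a homogeneous TR-FRET IP1 immunoassay (Ex 320, Em 665 and 620), where raised cytosolic IP1 lowers signal. Cells were CHO-M1 treated 30 min at 37C with test compounds plus a little lithium; AC50 values came from Hill-equation fitting.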
NPSR antag: neuropeptide S receptor (human) antagonism, cAMP; Potency, µM (series often up to 38.3 µM), inactives show at the highest dose activity change, negative = inhibition, most hits filed as inhibitors; CHO-NPSR cells, cAMP TR-FRET, antagonist mode; actives 1% (n = 220,000); also: potency is read from the fitted curve at half-maximal effect; % is scaled to controls: 0 for no effect and ±100 for the full control effect; nearly all actives have a fitted effect of over 50% in size; many of its hits are not listed in these tables
Target sequence (Q6W5P4 whole entry, looked up): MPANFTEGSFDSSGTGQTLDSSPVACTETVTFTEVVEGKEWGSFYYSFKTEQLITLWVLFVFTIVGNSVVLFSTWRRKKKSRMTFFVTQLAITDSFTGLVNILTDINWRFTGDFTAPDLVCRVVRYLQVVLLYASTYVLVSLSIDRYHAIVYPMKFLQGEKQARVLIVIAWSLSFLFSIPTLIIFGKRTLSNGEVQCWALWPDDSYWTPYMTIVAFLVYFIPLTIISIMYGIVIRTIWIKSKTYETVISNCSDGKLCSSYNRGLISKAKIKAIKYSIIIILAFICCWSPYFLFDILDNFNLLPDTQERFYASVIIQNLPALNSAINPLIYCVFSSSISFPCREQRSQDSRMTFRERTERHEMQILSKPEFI
HttQ103 aggreg: inhibitors of mutant huntingtin aggregate formation in PC12 cells. PC12 HttQ103-GFP aggregates, Acumen cytometry, 40 h. Potency, µM (top dose mostly 46.1 µM), for inactives: top-dose activity change, negative = inhibition, actives largely listed as inhibitors. actives 1.1% (n = 220,000); also: potency is read from the fitted curve at half-maximal effect; % is scaled to controls: 0 for no effect and ±100 for the full control effect; nearly all actives have a fitted effect of over 60% in size
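Ecdysone-promoter PC12 model expressing HTT exon 1 Q103 fused to GFP, induced by tebufenozide at 100 nM final. Compounds titrated; aggregates sized 1–25 µm scored on a 488 nm laser cytometer.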
An asterisk follows results filed as active; ? = inconclusive; . = no result given; [ ] = another dose, or the depositor's remark. Unless noted, calls follow the shape of the dose curve; as a rule, active = well fitted curve in the direction sought with a large enough effect; inconclusive = small, poorly fitted or top-dose-only effect, or another doubt; inactive = no such curve, though single readings can be large; an effect the other way counts as inactive or inconclusive. This is a subset; the hit share may differ from the screen's.

SMILES | CBFb RUNX1 block | Lamin A splicing | Luc counter | Epigenetic derep | IMPase Li inh | NPSR antag | HttQ103 aggreg
Cc1c(NP(=O)(Oc2ccccc2F)Oc2ccccc2F)c(=O)n(-c2ccccc2)n1C | 4% | -4% | 0% | 1.1% | 8% | -2% | -26%
CC(C)(C)C(=O)NCCCc1ccccc1 | -2% | -10% | -6% | -1.4% | -3%[38.3 µM] | 2%[46.1 µM] | 3%
CC(=O)NNC(=S)NC(=O)c1ccccc1 | -4% | 2%[46 µM] | 2% | -1.5% | -3% | 5% | -11%
Cc1ccc(S(=O)(=O)C2(C(=O)NCc3ccc4c(c3)OCO4)CC2)cc1 | 7% | -2% | 1% | -0.8% | 20%[38.3 µM] | 11%[46.1 µM] | ?
CC(/C=N/n1c(-c2n[nH]c3c2CCC3)n[nH]c1=S)=C\c1ccco1 | -22% | . | . | -2.0% | . | ? | 10%[9.22 µM]
CCOC(=O)c1cc(C(=O)Nc2ccc(C)c(F)c2)nn1C | 3% | 3% | -4% | -4.1% | 6%[38.3 µM] | -17%[46.1 µM] | -11%
CCC1(C)NC(=O)N(CC(=O)N2N=C(c3ccccc3)CC2c2ccc(OC)cc2)C1=O (configuration not stated) | -9% | -7% | . | -0.9% | . | -17%[46.1 µM] | 4%
O=S(=O)(N/N=C\c1cccnc1)c1ccccc1 | -2% | -15% | . | 0.1% | . | -1%[46.1 µM] | -2%
O=C(O)CCC(=O)NNC(=O)CCC1CCCCC1 | 0% | 7% | -4% | 0.0% | 6% | 9% | -4%
CC(C)N(Cc1cc2ccccc2[nH]c1=O)C(=O)c1cccc([N+](=O)[O-])c1 | 4% | . | . | 0.0% | . | 26% | -18%[9.22 µM]
Cc1ccc(SCCNC(=O)CN(c2ccc3c(c2)OCO3)S(C)(=O)=O)cc1 | 9% | -6% | 2% | 0.9% | 0% | -2%[46.1 µM] | -3%
Clc1c(-c2ccccc2)nnn1-c1ccccc1 | 9% | 3% | -11% | -1.0% | 16% | -10% | 14%
COc1ccc(OC)c(N(CC(=O)Nc2ccccc2C(=O)NCc2ccco2)S(C)(=O)=O)c1 | -4% | -4% | -1% | 1.4% | 22%[38.3 µM] | -12%[46.1 µM] | 18%
O=c1cc(Nc2ccc3c(c2)OCCO3)[nH]c(=O)n1-c1ccc(Cl)cc1 | 9% | ? | -5% | 0.0% | -3%[38.3 µM] | -13%[46.1 µM] | -3%
COC(=O)c1ccc(NC(=O)CSc2nc(=O)cc(N)n2-c2ccccc2)cc1 | 9% | . | 1% | 2.3% | 6% | 14% | 22%
O=C(COc1cccc(C(F)(F)F)c1)N1CCN(c2ccccc2O)CC1 | 2% | -17%[46 µM] | 4% | 0.1% | 15% | -2% | -9%
COCCN(CCOC)C(=O)C1CCCN(S(=O)(=O)c2ccc(NC(=O)OC)cc2)C1 (configuration not stated) | 4% | . | . | 3.2% | . | 8% | -39%[9.22 µM]
CCCCCCSc1nnc2[nH]c(=O)cc(N)n12 | 0% | 9% | 3% | 0.1% | 4% | 6% | -2%
COc1ccccc1Nc1nc(N)nc(CSc2nccc(C)n2)n1 | -1% | 0% | -2% | 0.9% | 19%[38.3 µM] | -19%[46.1 µM] | -3%
O=c1[nH][nH]cc1C=NCc1cccc(C(F)(F)F)c1 | 19% | ? | -1% | 1.3% | -5% | 10% | 23%
CC(=O)c1cc(C#N)c(SCc2ccccc2C#N)nc1C | 8% | -19% | -4% | -7.6% | 7% | -24%[46.1 µM] | 7%
Oc1ccccc1CN(Cc1ccco1)CC(O)COCc1ccc(Cl)cc1 (configuration not stated) | 20% | ? | -1% | 1.3% | 1% | -32% | -18%
COc1cc(NC(=O)c2cccnc2)ccc1-c1cc2ccccc2oc1=O | ? | ? | 2% | 15% | -14% | -1% | 12%
COc1ccccc1CCNC(=O)CSc1nnc2ccc(-c3ccncc3)nn12 | -12% | 2%[46 µM] | 0% | -0.5% | 8% | 1% | 0%
CCn1nc(C(=O)OCC(=O)Nc2nc(-c3ccc(OC)cc3)cs2)c2ccccc2c1=O | -7% | -1% | 3% | -0.1% | 8% | 3% | 6%
(cont.)
SMILES | CBFb RUNX1 block | Lamin A splicing | Luc counter | Epigenetic derep | IMPase Li inh | NPSR antag | HttQ103 aggreg
CN1CCN(c2nc3c(c(=O)[nH]c(=O)n3C)n2CC(N)=O)CC1 | -4% | 3% | -1% | -2.4% | 6%[38.3 µM] | -4%[46.1 µM] | 7%[9.22 µM]
CC(C)C[C@@H](CC(=O)N[C@@H](CCC(=O)O)CC(=O)O)NC(=O)[C@@H]1CNCC[C@H]1NC(=O)C[C@@H](NC(=O)C[C@H](CO)NC(=O)[C@@H]1CCCC[C@H]1N)C(C)C | 8% | . | -2% | 3.4% | 8% | . | .
COc1ccc(CC(=O)NCc2cccs2)cc1 | 4% | -17% | 3% | -1.1% | 0%[38.3 µM] | -9%[46.1 µM] | -11%
COc1cc2c(cc1OC)CN(C1CC(=O)N(c3c(C)cccc3C)C1=O)CC2 (configuration not stated) | -10% | . | 1% | -0.2% | -2% | 0% | 1%
Cc1cc(NC(=O)Cn2nc3c(cc2=O)CCCC3)ccc1Br | 1% | -4% | 1% | 0.0% | -8%[38.3 µM] | 4%[46.1 µM] | -4%
COc1cc(C(=O)OCCN2CCOCC2)cc(OC)c1OC | 5% | 4% | 2% | -0.3% | -2%[38.3 µM] | 0%[46.1 µM] | 32%
Cc1ccsc1/C=C/c1ccc2ccccc2n1 | ? | 6% | 11µM* | 1.9% | 3%[38.3 µM] | -13%[46.1 µM] | 11%
Cc1cc(C)n(-c2nc(C)nc3sc4c(c23)CCC(C)C4)n1 (configuration not stated) | 6% | 13% | 1% | -1.1% | 19%[38.3 µM] | -10%[46.1 µM] | 20%
COc1ccc(C(=O)NCC(C)(C)SCc2c(C)cc(C)cc2C)cc1 | 1% | ? | 5% | -1.9% | 14%[38.3 µM] | ? | ?
N#Cc1c(-c2cccc(Cl)c2)[nH]c(=S)[nH]c1=O | -14% | . | . | 0.0% | . | 8% | -1%[9.22 µM]
COc1ccc(CNC(=O)CCCCCn2c(SCC#N)nc3cc4c(cc3c2=O)OCO4)cc1 | 13% | ? | -1% | 0.9% | 18%[38.3 µM] | -19%[46.1 µM] | -18%
CCn1c2ccccc2c2cc(N)ccc21 | ? | 1% | -7% | 7.4% | -1%[38.3 µM] | -5%[46.1 µM] | ?
C(=N\c1ncnc2sccc12)/NOCc1ccccc1 | 12% | ? | -2% | 0.9% | 2% | 3%[46.1 µM] | ?
Cc1ccc(OCc2ccc(C(=O)Nc3c(C)nn(Cc4c(F)c(F)c(F)c(F)c4F)c3C)o2)c([N+](=O)[O-])c1 | -10% | 7% | 4% | -1.2% | 22%[38.3 µM] | -23%[46.1 µM] | ?
O=C(CSc1n[nH]c(=O)n1Cc1ccco1)Nc1ccccc1 | 8% | . | . | 7.7% | . | -5% | -1%[9.22 µM]
CC(=O)NC1(C(F)(F)F)C(=O)N(Cc2ccccc2)C2=C1C(=O)CC(C)(C)C2 (configuration not stated) | 2% | 14% | 4% | -0.9% | -15%[38.3 µM] | -5%[46.1 µM] | 2%
O=C(CNc1ccccc1)N/N=C/c1cn(-c2ccccc2)nc1-c1ccccc1 | 1% | -18% | 1% | -2.1% | 9% | -26% | -10%
CCOCCCN(C(=O)Cn1nnc(-c2ccc(OC)c(OC)c2)n1)C(CC)C(=O)NC1CCCC1 (configuration not stated) | 3% | ? | 2% | -1.1% | 0% | -6% | -3%
Cc1cc2c(cc(C(=O)OCC(=O)NCc3ccco3)n2C)s1 | -1% | ? | -1% | 2.2% | -13%[38.3 µM] | 1%[46.1 µM] | 8%
CCc1nnc(NC(=O)CSc2nnc(-c3ccccc3O)n2-c2ccc(C)cc2)s1 | 0% | ? | 1% | 0.7% | -8%[38.3 µM] | ? | 9%
Nc1ccc(C(=O)OCC(=O)Nc2cc([N+](=O)[O-])ccc2F)cc1 | -2% | 0% | 0% | 1.1% | -6% | 13% | -8%
CC(C)(NO)/C(=N/O)c1cccs1 | 0% | -3% | -6% | -0.8% | -2%[38.3 µM] | -26%[7.67 µM] | 9%
Cc1ccc(/C=C/S(=O)(=O)NCc2ccc(F)cc2)cc1 | -9% | 17%[46 µM] | -2% | -0.1% | 0% | -6% | -10%
COc1cc(Cl)c(C)cc1NC(=O)CSc1ccc(C)cc1 | 24% | 0% | 1% | -1.1% | 37%[activator][38.3 µM] | -21%[46.1 µM] | -9%
CCCSCCCNC(=O)c1cc2c(s1)CS(=O)(=O)C2 | -5% | 7% | -1% | -1.0% | 1%[38.3 µM] | 26%[46.1 µM] | 14%

Laid out differently: entries from further up.
Every second line gives: CBFb RUNX1 block | Lamin A splicing | Luc counter | Epigenetic derep | IMPase Li inh | NPSR antag | HttQ103 aggreg
> O=c1cc(Nc2ccc3c(c2)OCCO3)[nH]c(=O)n1-c1ccc(Cl)cc1
 : 9% | ? | -5% | 0.0% | -3%[38.3 µM] | -13%[46.1 µM] | -3%
> COC(=O)c1ccc(NC(=O)CSc2nc(=O)cc(N)n2-c2ccccc2)cc1
 : 9% | . | 1% | 2.3% | 6% | 14% | 22%
> O=C(COc1cccc(C(F)(F)F)c1)N1CCN(c2ccccc2O)CC1
 : 2% | -17%[46 µM] | 4% | 0.1% | 15% | -2% | -9%

The list goes on.
SMILES | CBFb RUNX1 block | Lamin A splicing | Luc counter | Epigenetic derep | IMPase Li inh | NPSR antag | HttQ103 aggreg
NNC(=O)CCN1CCN(Cc2ccccc2)CC1 | 5% | . | -1% | 2.3% | -6% | 6% | 13%
Nc1nc(F)cc(NCc2ccccc2)n1 | -4% | . | 0% | 1.6% | -4% | 32% | 5%
COc1ccc(OC)c(C2(O)CSC(=Nc3cccnc3)N2Cc2ccco2)c1 (configuration not stated) | 0% | . | -2% | -0.3% | 14% | 4% | 0%
O=C(Nc1ccc(Oc2ccccc2)cc1)C1CCN(c2c3c(nc4ncnn24)CCC3)CC1 | -4% | ? | 1% | -0.2% | 32%[activator][38.3 µM] | 13µM* | 8.9µM*
Cc1ccc(N2CC(C(=O)Nc3nnc(C(C)C)s3)CC2=O)cc1 (configuration not stated) | 9% | -14% | -3% | 1.9% | 32%[38.3 µM] | -11%[46.1 µM] | 2%
CC1CCN(C(=O)c2[nH]cnc2C(=O)N[C@@H](CCCCNC(=O)OC(C)(C)C)C(=O)OC(C)(C)C)CC1 | 26% | . | . | 1.5% | . | -8% | -36%[9.22 µM]
CC(C)(C)C(=O)/C=C/Nc1ccccc1O | -4% | ? | -4% | ? | 21%[38.3 µM] | 5%[46.1 µM] | ?

Screening data as filed in PubChem.
